# Bioassay records as filed in PubChem BioAssay.
# Hsp70 activator: Hsp70 transcriptional activators, primary screen, cell-based, HeLa, Hsp70 promoter luciferase, luminescence, 10 µM. actives 0.04% (n = 200,000). HeLa Hsp70 promoter luciferase reporter; scaled: vehicle 0, proteasome-inhibitor control 100%. activation, % at 10 µM;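 active = activation above the mean across all tested compounds plus 3 SD, cutoff set per campaign, cut at about 5.5% in these data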;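 also: 100% = MG132 at 30 µM as the positive control and 0% = DMSO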
# TLR4 MyD88 comp: inhibitors of TLR4-MyD88 association in cells, primary screen, cell-based, HeLa CL3-4, BLA complementation, FRET ratio; AID 861, 2007; HeLa CL3-4 TLR4/MyD88 BLA complementation; actives 0.18% (n = 200,000); inhibition, % at 8.4 µM; in the data active = inhibition above about 25%;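 also: 0% = vehicle and 100% = reference inhibitor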
# Target sequence (O00206 whole entry, looked up): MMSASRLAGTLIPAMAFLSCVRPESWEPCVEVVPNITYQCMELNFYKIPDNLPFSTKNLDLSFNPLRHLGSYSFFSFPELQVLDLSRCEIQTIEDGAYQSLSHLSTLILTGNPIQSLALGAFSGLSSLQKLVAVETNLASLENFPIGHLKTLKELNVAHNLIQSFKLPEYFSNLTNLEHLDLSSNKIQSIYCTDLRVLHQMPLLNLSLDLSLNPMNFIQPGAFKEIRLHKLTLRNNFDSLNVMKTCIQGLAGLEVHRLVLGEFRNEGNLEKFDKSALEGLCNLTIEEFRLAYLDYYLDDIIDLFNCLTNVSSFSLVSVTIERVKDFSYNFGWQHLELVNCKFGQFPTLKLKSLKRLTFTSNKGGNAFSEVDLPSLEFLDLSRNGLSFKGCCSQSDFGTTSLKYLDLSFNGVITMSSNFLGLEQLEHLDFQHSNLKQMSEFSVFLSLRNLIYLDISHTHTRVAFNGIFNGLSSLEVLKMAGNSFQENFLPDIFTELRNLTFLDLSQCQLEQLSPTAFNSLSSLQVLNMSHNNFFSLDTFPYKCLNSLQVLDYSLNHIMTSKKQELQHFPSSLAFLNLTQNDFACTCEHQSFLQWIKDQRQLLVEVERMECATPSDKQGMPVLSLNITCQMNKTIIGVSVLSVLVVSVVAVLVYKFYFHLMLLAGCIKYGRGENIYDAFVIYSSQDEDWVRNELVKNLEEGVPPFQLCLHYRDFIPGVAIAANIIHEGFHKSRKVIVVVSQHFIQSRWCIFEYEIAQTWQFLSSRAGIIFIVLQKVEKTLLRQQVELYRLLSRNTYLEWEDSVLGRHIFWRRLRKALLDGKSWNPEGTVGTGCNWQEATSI
# Target sequence (Q99836 whole entry, looked up): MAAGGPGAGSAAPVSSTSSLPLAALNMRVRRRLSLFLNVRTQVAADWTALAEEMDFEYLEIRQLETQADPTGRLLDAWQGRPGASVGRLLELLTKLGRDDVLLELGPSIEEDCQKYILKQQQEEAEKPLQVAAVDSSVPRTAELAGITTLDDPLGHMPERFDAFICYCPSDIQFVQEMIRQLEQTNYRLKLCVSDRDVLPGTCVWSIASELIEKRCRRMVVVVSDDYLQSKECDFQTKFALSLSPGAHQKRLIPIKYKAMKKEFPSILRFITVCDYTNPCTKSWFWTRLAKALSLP
# Diaph act CS: compounds boosting diaphorase resazurin reduction – biochemical, uHTS, resorufin fluorescence, counter-screen for diaphorase-coupled primary assays, primary screen | actives 0.005% (n = 190,000) | Diaphorase/resazurin coupled assay, 16 min; hits give high values; 1 = vehicle wells, 0 = NADH-free wells | activation factor at 20 µM;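 active = diaphorase activity raised at least twofold by the compound at 20 µM; inactive = activation factor below 2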
#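 Assay system: Purified diaphorase enzyme from Clostridium kluyveri | Amount: Enzyme 0.07 U/mL final | Dosing: Compound 20 µM once, DMSO 1% | Timing: 16 min reaction at room temperature | Detection: Fluorescence, excitation 544 nm and emission 590 nm | Evaluation: Higher resorufin formation from activation or reduction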
# STAT1 inh: STAT1 signaling inhibitors, primary screen, cell-based, HTS, luciferase reporter. AID 920, 2007. actives 0.35% (n = 200,000). inhibition, % at 5.5 µM. NIH 3T3 STAT1-luciferase reporter, IFN-gamma, luminescence;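 active = inhibition above a set limit, the mean inhibition across all tested compounds plus 3 SD, cut at about 34% in these data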;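 also: 0% = IFN-gamma with DMSO and 100% = IFN-gamma with 300 µM nifuroxazide; values of inactives mirror those of a sister screen read the other way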
# Diaph inh CS: diaphorase inhibitors and chemical oxidizers, primary screen, counter-screen for diaphorase-coupled primary assays, biochemical, uHTS, resorufin fluorescence; diaphorase resazurin-to-resorufin fluorescence, NADH, 16 min; bacterial (C. kluyveri) enzyme, not human; inhibition, % at 20 µM; actives 0.69% (n = 190,000); AID 1217, 2008;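 active = primary screen inhibition at 20 µM above a set limit, cut at about 50% in these data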;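 also: plate controls were DMSO with full reaction for no effect and wells lacking NADH for full effect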
#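 Assay system: diaphorase enzyme from Clostridium kluyveri; Input: enzyme working solution with 0.14 U/mL diaphorase; Timing: 16 min at room temperature; Technique: resorufin fluorescence, excitation 544 nm, emission 590 nm; Benchmarks: positive control minus NADH, DMSO neutral control.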
# STAT3 blocker: IL-6 driven STAT3 reporter inhibitors, primary screen, U3A cells, luciferase, luminescence, MLSCN library. IL-6 STAT3-luciferase reporter; host cell line lacks STAT1. inhibition, % at 5.5 µM. actives 0.89% (n = 190,000);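 active = inhibition above the mean inhibition across all screened compounds plus 3 SD, cut at about 44% in these data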;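 also: 0% = DMSO only wells and 100% = 100 µM nifuroxazide control wells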
# STAT1 activator: STAT1 signaling activators, primary screen, cell-based, HTS, luciferase reporter; NIH 3T3 STAT1-luciferase reporter, IFN-gamma, luminescence; 100% = IFN-gamma alone, no compound; activation (% of control), % at 5.5 µM; actives 2.6% (n = 200,000); AID 932, 2007;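 active = activation above the screen-wide mean activation plus 3 SD, cut at about 130% in these data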;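 also: raw ratio to IFN-gamma control signal so 100% means no change and 0% no light; values of inactives mirror those of a sister screen read the other way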
# APP transl inh: inhibitors of APP translation via 5'UTR reporter, primary screen, APP 5'UTR luciferase, SH-SY5Y cells; SH-SY5Y APP 5'UTR-luciferase reporter, luminescence; inhibition, % at 2 µM; actives 0.82% (n = 190,000); AID 1285, 2008;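 active = inhibition above a set limit, derived from the sample mean plus 3 SD, cut at about 45% in these data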; also: values of inactives mirror those of a sister screen read the other way
# G6PDH CS: L. mesenteroides G6PDH inhibitors, counter-screen for G6PDH-coupled screening assays, biochemical, Leuconostoc mesenteroides enzyme | Purified L. mesenteroides G6PDH, diaphorase/resazurin coupled fluorescence, 45 min | actives 0.12% (n = 200,000) | inhibition, % at 5 µM | glucose-6-phosphate dehydrogenase [Leuconostoc mesenteroides] | AID 1020, 2008; in the data active = inhibition above about 50%
# STAT3 activator: IL-6 driven STAT3 reporter potentiators, primary screen, U3A cells, luciferase, luminescence, MLSCN library; IL-6 STAT3-luciferase reporter; 100% = signal with IL-6 EC80 alone; activation (% of control), % at 5.6 µM; actives 0.91% (n = 190,000); AID 871, 2007;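 active = activation above the screen-wide mean of compound activation plus 3 SD, cut at about 130% in these data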;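 also: 0% = background luminescence of wells with medium and substrate only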
#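 Assay system – human STAT1-deficient U3A cells with stable STAT3-luciferase reporter · Also added – IL-6 (33 ng/mL) · Schedule – compound 1 h, then IL-6 6 h at 37 °C · Technique – reporter luminescence signal · Evaluation – % activation versus median of IL-6-stimulated wells · Benchmarks – IL-6-only wells as 100% reference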
# * = called active by the depositor; · = no result given.
SMILES,Hsp70 activator,TLR4 MyD88 comp,Diaph act CS,STAT1 inh,Diaph inh CS,STAT3 blocker,STAT1 activator,APP transl inh,G6PDH CS,STAT3 activator
CCOC(=O)C(C(=O)Nc1nc2ccccc2s1)C1CCCCC1 (centres undefined),-0.2,-4,0.8,-4,23,-49,103,-14,6,143*
COc1ccc(S(=O)(=O)N2CCOCC2)cc1NC(=O)Cc1ccc(Cl)c(Cl)c1,-0.4,-3,1,14,3,9,87,1,4,96
CCOC(=O)C(CC)(CCC(=O)O)c1csc(Nc2ccc(C)cc2)n1 (centres undefined),-0.5,-2,1,0,3,8,98,-15,10,97
O=C(NCc1ccco1)c1cccc(F)c1,-0.3,-5,0.9,11,12,1,90,4,4,102
Cc1ccc(N2CC3=C(C2=O)C(c2ccccc2)NC(=O)N3C)cc1 (centres undefined),0.1,-1,0.9,-8,11,4,107,-11,0,100
CCOC(=O)N1CCC(NS(=O)(=O)c2ccc3c(c2)CCN3C(C)=O)CC1,-0.3,-10,0.9,4,12,16,98,17,8,87
CCOc1ccc(C(=O)Nc2ccccc2NC(C)=O)cc1OCC,-0.2,-19,1.1,2,-10,5,98,20,2,104
CNS(=O)(=O)c1cccc(C(=O)Nc2cccnc2)c1,-0.1,12,1,-2,0,8,101,22,6,98
CC(C)NC(=O)CSc1nnc2sc3ccccc3n12,0.1,4,0.9,-7,13,5,106,-15,-15,100
O=C(CCN1CCCCCC1)c1ccccc1,-0.6,9,0.9,3,13,-7,94,-10,-1,109

# Compound profiles, from the list above:
# O=C(NCc1ccco1)c1cccc(F)c1 reads Hsp70 activator: -0.3; TLR4 MyD88 comp: -5; Diaph act CS: 0.9; STAT1 inh: 11; Diaph inh CS: 12; STAT3 blocker: 1; STAT1 activator: 90; APP transl inh: 4; G6PDH CS: 4; STAT3 activator: 102
# CNS(=O)(=O)c1cccc(C(=O)Nc2cccnc2)c1 reads Hsp70 activator: -0.1; TLR4 MyD88 comp: 12; Diaph act CS: 1; STAT1 inh: -2; Diaph inh CS: 0; STAT3 blocker: 8; STAT1 activator: 101; APP transl inh: 22; G6PDH CS: 6; STAT3 activator: 98

# Further structures.
SMILES,Hsp70 activator,TLR4 MyD88 comp,Diaph act CS,STAT1 inh,Diaph inh CS,STAT3 blocker,STAT1 activator,APP transl inh,G6PDH CS,STAT3 activator
COc1cccc(C2NC(CC(C)C)(C(=O)O)C3C(=O)N(Cc4ccccc4)C(=O)C23)c1O (centres undefined),-0.1,1,0.9,12,8,3,90,-10,-3,103
CCn1c(=O)cc(OCC(=O)N2CCN(C(=O)c3ccco3)CC2)c2ccccc21,-0.2,-1,0.8,4,18,18,97,-1,-3,89
CCOc1nc(SCCOc2ccc(Cl)cc2Cl)nc(N(C)C)n1,-0.5,-1,0.8,11,15,1,90,0,-8,103
CC(=O)c1cnc(SCc2ccc(Cl)cc2)nc1C,0.0,9,0.9,-115,8,9,202*,-10,8,97
c1ccc(-c2nnc(SCCC3OCCCO3)o2)cc1,0.6,1,0.9,-18,9,1,116,-65,6,100
Cc1cc(/C=C(\C#N)C(=O)Nc2ccccc2F)c(C)[nH]1,0.1,-9,1,-79,-4,7,172*,-147,7,98
COC(=O)c1nc(N)sc1C,-0.4,5,0.9,0,6,6,100,-3,5,99
COc1ccc2cc(C(=O)O)ccc2c1,-0.2,1,0.9,-2,8,2,102,0,3,101
Cc1ccc(/C=C/C(=O)NCc2ccc(S(N)(=O)=O)cc2)o1,-0.2,-11,0.8,-8,22,3,106,4,20,99
Cc1ccc(-n2nnnc2SCC(=O)Nc2ccccc2N2CCCCC2)cc1C,0.0,8,0.9,-2,8,-2,102,-5,4,107
COc1ccc(CCn2c(NCCCN3CCOCC3)nc3c2c(=O)[nH]c(=O)n3C)cc1,-0.4,2,0.8,0,19,8,100,14,-14,97
COC(=O)c1cc(NC(=O)CC2NCCNC2=O)cc(C(=O)OC)c1 (centres undefined),-0.1,12,0.9,-5,5,-2,105,4,3,105
Cc1sc(C(C2C(=O)CC(C)(C)CC2=O)C2C(=O)CC(C)(C)CC2=O)cc1[N+](=O)[O-],-0.2,11,0.8,-12,24,-10,109,-16,6,111
Cc1cc(C)cc(N=c2c([N+](=O)[O-])nn(-c3cccc(Cl)c3)n2O)c1,-0.4,11,0.9,5,6,0,95,1,1,101
CCOC(=O)c1c(C2COc3ccccc3O2)csc1N (centres undefined),-0.2,-8,0.7,-5,32,-4,104,1,12,102
CCOc1ccccc1-n1c(C)nc2cc(C(=O)O)ccc21,-0.4,-15,0.9,-5,9,4,104,-20,1,99
COc1n[nH]c(C(=O)Nc2cc(Cl)ccc2Cl)c1[N+](=O)[O-],0.2,11,1.1,2,-7,2,98,-18,7,102
Cc1ccc(C(=O)Nc2ccccc2C(=O)N2CCOCC2)cc1[N+](=O)[O-],0.1,4,0.9,-8,7,-6,107,4,-6,104
CCN1CCN(c2cc(C)c3cc(NC(=S)N4CCOCC4)ccc3n2)CC1,-0.3,7,1.1,13,-14,-1,88,-8,-2,101
CC1(C)NC(=O)N(CCCOc2ccc3c(c2)CCC3)C1=O,-0.2,-17,1,-17,3,-3,116,-14,-6,106
Cc1ccccc1C(=O)/C=C1/SCC(=O)N1C,-0.2,5,0.9,-9,14,16,106,12,-3,95
CCN(CC)C(=O)C1CCCN(C/C=C/c2ccccc2)C1 (centres undefined),-0.1,4,0.8,-2,18,3,102,-7,4,101
Cc1ccc(C2=Nc3c(ccc4ccccc34)C(c3ccncc3)=NN2)cc1,-0.2,-15,0.9,67*,15,-29,37,-4,8,129
Cc1csc2nc(CNC(=O)CCC(=O)O)cn12,-0.3,4,0.9,-2,7,-16,100,-8,-9,113
Cc1cccc(/C(N)=N/OC(=O)c2cccs2)c1,0.1,9,1,-44,2,-7,140*,-237,7,106
COc1ccc(SCC(=O)Nc2ccc(N3CCN(C)CC3)c(F)c2)cc1,0.0,5,0.9,9,14,17,90,-24,12,90
CC1CCCCN1C(=O)C12CCC(C)(/C(=N/O)C1)C2(C)C (centres undefined),-0.5,-16,1,-7,4,15,106,4,4,94
COc1cccc(C(=O)C2CN(c3ccccc3)CC2c2ccc(Cl)cc2)c1 (centres undefined),-0.3,-6,1,-2,4,11,102,8,-1,96
Cc1cc2n(n1)SC(Nc1ccc(F)cc1)N2 (centres undefined),-0.6,-8,0.8,-3,17,18,103,0,0,87
CCN(CC)CCCN1C(=O)C(O)=C(C(=O)c2ccco2)C1c1ccc(C)o1 (centres undefined),-0.3,4,·,3,·,12,97,-11,·,94
O=C(N/N=C/C=C/c1cccc([N+](=O)[O-])c1)C(O)c1ccccc1 (centres undefined),0.1,3,0.9,-7,12,5,105,-5,6,99
COc1ccc2ccccc2c1CN1CCN(Cc2ccccc2)CC1,-0.1,-7,0.9,-3,13,-2,103,-18,8,106
Clc1ccc(CN2C3=NCCN3c3ccccc32)cc1Cl,-0.3,14,0.9,7,11,8,94,-3,-6,95
CCc1ccc(NC(=S)NC2CC3CCC(C2)N3Cc2ccco2)cc1 (centres undefined),-0.2,-5,0.9,0,10,-6,100,-10,5,110
CCOC(=O)c1ccc(NC(=O)CCOc2ccc(C)cc2)cc1,-0.1,-12,0.9,-1,7,-4,101,-3,-1,101
CCOc1ccc(CCNC(=O)CN2C(=O)NC(CCSC)C2=O)cc1OCC (centres undefined),0.1,6,0.8,-4,15,-1,102,-13,6,108
COc1ccc(OC)c(/C=N/NC(=O)CNC(=O)c2ccc(S(=O)(=O)N3CCOCC3)cc2)c1,-0.5,-4,1,7,1,17,93,-7,10,87
CC1=C(C)CC(C(=O)N2CCN(Cc3ccc4c(c3)OCO4)CC2)C(C(=O)O)C1 (centres undefined),-0.4,-3,0.7,-7,29,2,108,-12,8,100
COC(=O)c1ccc2nc(C(F)(F)F)[nH]c2c1,-0.1,-4,1.1,-4,-6,16,104,-4,12,87
CCOC(=O)N1CCN(C(=O)Nc2ccc3nc(C)c(C)nc3c2)CC1,-0.1,2,0.7,-8,27,1,108,-16,10,102
CCOC(=O)C1=C(C)Nc2nc3ccccc3n2C1c1ccccc1 (centres undefined),0.2,-22,0.9,4,7,10,97,-13,10,95
CC(=O)c1nnn(-c2nc(N)nc(N(c3ccccc3)c3ccccc3)n2)c1C,-0.3,-5,0.8,-5,16,-4,105,11,-1,105
N#CC(c1ccccc1)c1ccc(C(=O)c2ccc(F)cc2)cc1 (centres undefined),-0.5,2,0.9,2,15,20,99,-10,3,87
CS(=O)(=O)N(CC(=O)Nc1ccc(S(=O)(=O)N2CCOCC2)cc1)c1cccc(F)c1,0.1,4,0.9,-6,8,9,106,3,16,97
COC(=O)c1cccc(COC(=O)CNC(=O)c2ccco2)c1,-0.2,-1,0.9,0,8,19,100,10,7,90
Cc1cccc(Nc2ccccc2C(=O)NCc2ccco2)c1C,-0.2,10,0.8,1,21,-5,99,-13,3,104
CC(C)Nc1nc2ccccc2c(=O)[nH]1,-0.2,-13,1,0,4,18,100,4,10,94
CCn1c(Cc2ccc(OC)cc2)nnc1SCc1nc2ccccc2c(=O)[nH]1,0.0,0,1,-6,3,11,105,-13,3,97
COC(=O)c1c(C)[nH]c(C)c1-c1ccccc1Cl,-0.2,-1,0.9,-3,12,12,102,-12,9,95
CC1CCCC(NC(=O)COC(=O)Cc2cn3ccsc3n2)C1C (centres undefined),-0.5,2,0.9,-3,11,-3,103,6,6,106
O=C(NC1CCCC1)C(c1ccsc1)N(C(=O)Cc1cccs1)c1ccccc1 (centres undefined),-0.2,-2,1.1,-7,-9,-6,105,-6,25,115
CCNC(=O)CC1C(=O)N(c2ccccc2)C(=O)N1CCc1ccc(OC)c(OC)c1 (centres undefined),-0.1,-21,1,6,1,8,95,1,9,95
COc1cc(-c2nc(N)n[nH]2)cc(OC)c1OC,-0.6,0,0.8,10,15,13,91,5,10,95
